Bioassay records from PubChem BioAssay.
GAA glycogen – qHTS Assay for Inhibitors and Activators of Human alpha-Glucosidase Cleavage of Glycogen | Potency, µM (titrated, usually from 76.4 µM), inactives show top-dose activity change, negative = inhibition, hits mostly inhibitors | Lysosomal alpha-glucosidase (Homo sapiens), P10253 | 300,000 compounds, 0.38% hits | recombinant GAA, glycogen substrate, Amplex Red glucose oxidase fluorescence | AID 2100, 2009;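 note: 0% = full enzyme reaction and -100% = no-enzyme basal signal; the screen sought inhibitors and activators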
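qHTS, 1536-well; enzyme 4 nM final; cpd up to 77 uM; substrate bovine liver glycogen 30 ug; 50 mM citrate/phosphate pH 5.0, 0.01% Tween-20; 37 C, 40 min; Amplex Red detection 45 min RT; Hill fit → AC50.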
aGal spleen mod – qHTS Assay for Inhibitors and Activators of Human alpha-Galactosidase From Spleen Homogenate; Alpha-galactosidase A (Homo sapiens), P06280; human spleen homogenate, 4MU-alpha-Gal fluorescence, 40 min; Potency, µM (highest dose often 80 µM), for the others: top-dose activity change, negative = inhibition, most hits filed as inhibitors; 240,000 compounds, 0.008% hits; AID 2107, 2009;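 note: 0% = enzyme with vehicle and -100% = no enzyme basal signal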
Target sequence (P06280 32-429 limits assumed): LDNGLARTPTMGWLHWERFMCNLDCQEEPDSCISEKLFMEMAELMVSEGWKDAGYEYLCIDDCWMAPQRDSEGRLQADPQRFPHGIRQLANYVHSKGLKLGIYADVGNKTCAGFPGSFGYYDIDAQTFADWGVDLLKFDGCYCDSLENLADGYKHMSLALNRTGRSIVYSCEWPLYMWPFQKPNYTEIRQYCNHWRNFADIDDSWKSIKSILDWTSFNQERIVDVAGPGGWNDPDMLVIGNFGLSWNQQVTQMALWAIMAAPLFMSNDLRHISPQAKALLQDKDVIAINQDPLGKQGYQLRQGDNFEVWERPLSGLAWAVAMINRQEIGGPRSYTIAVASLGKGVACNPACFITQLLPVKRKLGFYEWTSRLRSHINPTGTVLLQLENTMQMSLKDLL
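Inhibition or activation of alpha-galactosidase in human spleen homogenate is scored by 4-MU fluorescence after 40 min at 37C, pH 5.0, with 1 mM substrate. AC50s come from concentration-response fitted to the Hill equation.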
Tau fluor cs – Counterscreen qHTS for Inhibitors of Tau Fibril Formation, Fluorescence Polarization. tau K18 P301L Alexa594 fluorescence, heparin fibrillization. Potency, µM (series often up to 57.7 µM), without a hit: at the highest dose activity change, negative = decrease. 280,000 compounds, 0.93% hits. AID 1463, 2008; note: % is set by controls: 0 for no effect and ±100 for the full control effect; nearly all actives have a fitted effect of over 55% in size
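Human K18 P301L tau (15 uM unlabeled plus 0.24 uM Alexa 594-labeled, final) in 100 mM sodium acetate pH 7 was mixed with compound and 20 uM heparin and incubated 6 hr at 37 C.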
Tau FP inhib – qHTS for Inhibitors of Tau Fibril Formation, Fluorescence Polarization | 280,000 compounds, 0.39% hits | K18 P301L tau heparin fibrillization, Alexa594 FP, 6 h | Potency, µM (titrated, usually from 57.7 µM), for inactives: at the highest dose activity, negative = inhibition, most hits filed as inhibitors | Microtubule-associated protein tau (Homo sapiens), P10636; note: % is set by controls: 0 for no effect and ±100 for the full control effect; nearly all actives have a fitted effect of over 55% in size
Target sequence (P10636 561-689 P618L limits assumed): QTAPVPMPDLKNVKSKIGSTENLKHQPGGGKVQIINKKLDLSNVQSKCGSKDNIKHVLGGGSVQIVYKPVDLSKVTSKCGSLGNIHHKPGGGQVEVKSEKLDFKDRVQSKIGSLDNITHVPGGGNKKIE
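Read-out: fluorescence polarization of Alexa 594-labeled tau (0.24 uM), 555 nm excitation, 632 nm emission. Mixtures held 15 uM unlabeled K18 P301L, compound and 20 uM heparin, pH 7 acetate buffer, incubated 6 hr at 37 C.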
GAA inh – qHTS Assay for Inhibitors of Human alpha-Glucosidase as a Potential Chaperone Treatment of Pompe Disease; Lysosomal alpha-glucosidase (Homo sapiens), P10253; purified human GAA, 4-MU-alpha-glucoside fluorescence; Potency, µM (highest dose often 76.9 µM), for inactives: at the highest dose activity change, negative = inhibition, actives largely listed as inhibitors; 200,000 compounds, 0.005% hits; AID 1466, 2008;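 note: plate controls were uninhibited enzyme wells for no effect and no-enzyme background for full effect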
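Human alpha-glucosidase, 4 nM, pre-mixed with test compounds before 400 uM 4-methylumbelliferyl substrate; 20 min room temperature at pH 5.0. Fluorescence read after pH 10 stop; AC50 values from Hill-equation fits.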
Tau fibril ThT – qHTS for Inhibitors of Tau Fibril Formation, Thioflavin T Binding; 270,000 compounds, 2.1% hits; recombinant tau K18 P301L (four-repeat tau fragment), heparin-induced fibrillization, ThT fluorescence; Potency, µM (doses to about 57.4 µM), for inactives: at the top dose activity, negative = inhibition, usual class: inhibitors; note: % is set by controls: 0 for no effect and ±100 for the full control effect; nearly all actives have a fitted effect of over 55% in size
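Recombinant human tau K18 fragment […] carrying P301L, 15 uM unlabeled plus 0.24 uM Alexa 594-labeled, was fibrillized with 20 uM heparin in 100 mM sodium acetate pH 7 for 6 hr at 37 C; 30 uM ThT fluorescence read after 1 hr.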
aGlu spleen mod – qHTS Assay for Inhibitors and Activators of Human alpha-Glucosidase From Spleen Homogenate; human spleen homogenate, 4-MU-alpha-glucoside fluorescence; Potency, µM (highest dose often 79.9 µM), inactives show at the top dose activity change, negative = inhibition, most hits filed as inhibitors; 240,000 compounds, 0.006% hits; AID 2112, 2009;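 note: 0% = enzyme with vehicle and -100% = no enzyme basal signal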
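Compounds were titrated against alpha-glucosidase in spleen homogenate at pH 5.0, with 1 mM 4-methylumbelliferyl substrate for 40 min at 37 C. Reactions were quenched with pH 10 NaOH/glycine and fluorescence measured.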
HTT cytoprotect – qHTS Multiplex Assay to Identify Dual Action Probes in a Cell Model of Huntington: Cytoprotection (ATP). PC12 HTT-Q103 induced, cytoprotection, ATP luminescence, 40 h. Potency, µM (top dose mostly 56.4 µM), for inactives: cytoprotection (ATP increase), usual class: activators. 230,000 compounds, 0.14% hits;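 note: % of control where 0% means no effect; nearly all actives have a fitted effect of over 45% in size; toxic huntingtin expression switched on by the ecdysone agonist tebufenozide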
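Rat PC12, Q103 Htt exon1-GFP fusion, ecdysone promoter; tebufenozide inducer 100 nM final; compound titration; qHTS, 1500 cells/well; ATPlite luminescent read.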
An asterisk follows results filed as active; ? = inconclusive; / = not tested or not shown; [ ] = another dose, or the depositor's remark. Calls come from the whole dose curve; as a rule, active = well fitted curve in the direction sought with a large enough effect; inconclusive = small, poorly fitted or top-dose-only effect, or another doubt; inactive = no such curve, though single readings can be large; an effect the other way counts as inactive or inconclusive. Potency is the fitted concentration of half-maximal effect.

SMILES | GAA glycogen | aGal spleen mod | Tau fluor cs | Tau FP inhib | GAA inh | Tau fibril ThT | aGlu spleen mod | HTT cytoprotect
COC1(OC)N=C(N)C2(C#N)C(c3ccc4c(c3)OCO4)C12C#N (stereo not drawn) | -26% | -3% | -9% | 6% | -3% | -12% | -3% | 19%
Cc1c(C(=O)O)oc2c1-c1nn(Cc3ccccc3Cl)cc1CC2 | 0%[76.3 µM] | / | -2% | 1% | / | -11% | / | /
O=C(NCCN1CCN(Cc2ccc([N+](=O)[O-])cc2)CC1)C(=O)Nc1ccccc1 | 0% | 2% | -3% | -1% | ? | -3% | -15% | 13%[10 µM]
CCCCC(=O)N(c1ccc(C)c(C)c1)C1C=CS(=O)(=O)C1 (stereo not drawn) | 2% | 10% | -1% | 9% | 6% | -15% | -13% | -3%
COc1ccc(C)cc1NC(=O)C(=O)NNC(=O)COc1ccc(Cl)cc1 | 9% | 7% | -19% | ? | 2% | -16% | 5% | -6%
O=C(N/N=C/c1ccc2c(c1)OCO2)c1ccc2ccccc2n1 | -13% | -7% | -9% | 4% | -3% | ? | -9% | -91%[inhibitor]
CCOC(=O)c1nnn(CC(=O)Nc2ccccc2)c1C(=O)OCC | 9% | 6% | -5% | -5% | -3% | 4% | 5% | -1%
Cc1oc(-c2ccccc2Cl)nc1CS(=O)(=O)CC(=O)NC(C)c1ccccc1 (stereo not drawn) | 11%[76.3 µM] | / | 2% | 10% | / | -11% | / | /
COc1ccc(/C=N/NC(=S)Nc2ccccc2[N+](=O)[O-])cc1O | ? | -1% | 16µM*[quencher] | -5% | -8% | 4.5µM* | -1% | 17%[10 µM]
CC(C)N(C(=O)N1CCC(c2nc(-c3ccncc3)no2)CC1)C(C)C | 8% | -20% | -3% | 1% | 3% | -7% | -2% | 12%[10 µM]
Cc1ccc(CNC(=O)CSc2nc3c(sc4ccccc43)c(=O)n2CCCC(=O)NCCO)cc1 | -11%[76.3 µM] | / | -14% | -14% | / | ? | / | /
CC1CN(C2CCN(C(=O)c3ccccc3)CC2)CC(C)O1 (stereo not drawn) | 4% | -4% | -2% | -3% | -3% | 0% | 1% | 4%
CC(=O)c1ccc(-c2ccc(-c3cc(=O)oc4c(C(C)C)ccc(C)c34)cc2)cc1 | / | -22% | -15%[81.3 µM] | -11%[81.3 µM] | / | -17%[81.4 µM] | -4% | /
CCNC(=S)Nc1ccc(C)c(Cl)c1 | -4% | 3% | -4% | 8% | 0% | 4% | -12% | 15%[10 µM]
O=C(c1ccc(C#CC2(O)CCCCC2)cc1)N1CCN(C(c2ccccc2)c2ccccc2)CC1 | -5% | 1% | -7% | 1% | -8% | ? | -6% | -57%[inhibitor]
COC(=O)c1ccc(NC(=O)CN2CCN(c3ccccn3)CC2)cc1 | 6% | 3% | -9% | -4% | -1% | -8% | 4% | 11%[10 µM]
COC(=O)COc1cccc2c(=O)n(CC(=O)NCc3ccccc3)ccc12 | 2% | -3% | ? | -4% | / | / | -2% | -41%[10 µM]
Cc1cc(C)nc(SCCS(=O)Cc2ccc(Cl)cc2)n1 (stereo not drawn) | 1% | -6% | -3% | -7% | 3% | -16% | -16% | -6%[10 µM]
CCN1C(=O)C(CC(=O)NCc2ccc(Cl)cc2)N(CC)C1=O (stereo not drawn) | 3% | 2% | 4% | 5% | -3% | 2% | -13% | -1%[1.9 µM]
Cc1ccc(N2C(=O)N(C(C)C)C(C)(C)CC2(C)O)cc1 (stereo not drawn) | 1% | 1% | -9% | 9% | -9%[15.4 µM] | -13% | -4% | 16%[10 µM]
COc1ccc(NS(=O)(=O)c2ccc(Oc3ncccn3)cc2)cc1 | 1% | 4% | -8% | -13% | -2% | 1% | 0% | -35%
CC(C)C(=O)Nc1nnc(SCc2cccc(F)c2)s1 | -8% | 9% | 3% | 6% | 5% | -1% | / | 6%
CC(=O)N1CCc2nc3sc(C(=O)c4ccc(F)cc4)c(N)c3c(C(F)(F)F)c2C1 | -18%[76.3 µM] | / | -14% | 8% | / | 4.5µM* | / | /
CCOc1cc(CNCCSc2nnnn2C)cc(Br)c1OCc1ccc(F)cc1 | -9% | -24% | -19% | 9% | -6% | ? | -8% | 1%[10 µM]
Cn1nccc1C(=O)N1CCCC(C(=O)c2cccc3ccccc23)C1 (stereo not drawn) | -5% | 2% | -9% | -1% | -2% | -2% | -5% | 18%[10 µM]
Cc1ccc([N+](=O)[O-])c(NC2OC(CO)C(O)C2O)c1 (stereo not drawn) | 1% | -5% | 5% | -1% | 4% | 0% | / | -22%
COC(=O)c1ccc(NC(=O)c2cccc(OC)c2)cc1 | 1% | -7% | -12% | -2% | -5% | -10% | -4% | -13%
CCOc1cccc(N2C(=O)CC(N3CCC(C(N)=O)(N4CCCCC4)CC3)C2=O)c1 (stereo not drawn) | -2% | -3% | 0% | 4% | 5% | -5% | -2% | 3%
CCC(C)(C)NC(=O)C(c1ccc(O)cc1)N(C(=O)Cn1nnc2ccccc21)c1ccc(NC(C)=O)cc1 (stereo not drawn) | 0% | 4% | 1% | 5% | / | / | 0% | 8%[10 µM]
COc1cc(/C=N/NS(=O)(=O)c2ccc(C(C)(C)C)cc2)cc([N+](=O)[O-])c1O | ? | 1% | -14% | 1% | / | ? | -8% | -15%[10 µM]
CCOc1ccc(C2C=C(c3ccccc3)Nc3nnnn32)cc1 (stereo not drawn) | -4% | 11% | ? | -4% | -2% | ? | 4% | -18%
CCNc1nc(ON=C(C)C)nc(N(C)C)n1 | 4% | -7% | 0% | 5% | 0% | -2% | 1% | /
COC(=O)c1ccc2c(=O)n(C3CCCCC3)c(SCC#N)nc2c1 | ? | 2% | -19% | -9% | 1% | -5% | -7% | 18%
COc1ccc(-c2noc(CN(C(=O)c3cc(OC)c(OC)cc3OC)C(C)C)n2)cc1 | -1%[76.3 µM] | / | -11% | 3% | / | -10% | / | /
CC(C)OC(=O)c1cc2c(ccn2C)n1CC(=O)N(Cc1ccccc1)c1ccccc1 | -1% | 6% | -26% | 9% | -3% | ? | -2% | -17%[10 µM]
CCCSc1nnc2n(N)c(=O)c3ccccc3n12 | -2% | -1% | -1% | 1% | 0% | -5% | -13% | 11%
O=C(O)c1ccccc1NCCO | 2% | 25% | -3% | 5% | ? | 0% | 13% | 19%
O=C(CSc1nnc(-c2cccs2)o1)Oc1ccccc1 | -6%[76.3 µM] | / | -3% | -2% | / | -5% | / | /
COC(=O)c1c(C)sc(-c2c(-c3ccc4c(c3)OCCO4)[nH]c3c2c(=O)[nH]c(=O)n3C)c1O | ? | / | ? | ? | / | -18% | / | /
Cc1ccc(S(=O)(=O)NCCc2nnc3ccc(SCC(=O)Nc4ccc(OC(F)(F)F)cc4)nn23)cc1 | 16%[76.3 µM] | / | -12% | -7% | / | 1% | / | /

Two successive compounds out of the list so far, quoted:
SMILES | GAA glycogen | aGal spleen mod | Tau fluor cs | Tau FP inhib | GAA inh | Tau fibril ThT | aGlu spleen mod | HTT cytoprotect
O=C(O)c1ccccc1NCCO | 2% | 25% | -3% | 5% | ? | 0% | 13% | 19%
O=C(CSc1nnc(-c2cccs2)o1)Oc1ccccc1 | -6%[76.3 µM] | / | -3% | -2% | / | -5% | / | /

The results go on.
SMILES | GAA glycogen | aGal spleen mod | Tau fluor cs | Tau FP inhib | GAA inh | Tau fibril ThT | aGlu spleen mod | HTT cytoprotect
Cc1cc(F)ccc1NS(=O)(=O)c1c(C)nc2scc(C)n2c1=O | 3% | / | -10% | -5% | / | -1% | / | /
CCCCNS(=O)(=O)C1CCS(=O)(=O)C1 (stereo not drawn) | 5% | -1% | 1% | 1% | -11% | -3% | -4% | 5%
COc1ccc(CN(CC(=O)NCC2CCCO2)C(=O)CCC(=O)Nc2cc(C)on2)cc1 (stereo not drawn) | 2% | 0% | -6% | 4% | -2% | -15% | -2% | 7%[1.9 µM]
Oc1[nH]c(=S)sc1C=C1N=c2ccccc2=N1 | 0% | -8% | -29% | -1% | -7% | 14µM* | -4% | 8%[10 µM]

Molecules above with an aryl methoxy group:
SMILES | GAA glycogen | aGal spleen mod | Tau fluor cs | Tau FP inhib | GAA inh | Tau fibril ThT | aGlu spleen mod | HTT cytoprotect
COc1ccc(C)cc1NC(=O)C(=O)NNC(=O)COc1ccc(Cl)cc1 | 9% | 7% | -19% | ? | 2% | -16% | 5% | -6%
COc1ccc(/C=N/NC(=S)Nc2ccccc2[N+](=O)[O-])cc1O | ? | -1% | 16µM*[quencher] | -5% | -8% | 4.5µM* | -1% | 17%[10 µM]
COc1ccc(NS(=O)(=O)c2ccc(Oc3ncccn3)cc2)cc1 | 1% | 4% | -8% | -13% | -2% | 1% | 0% | -35%
COC(=O)c1ccc(NC(=O)c2cccc(OC)c2)cc1 | 1% | -7% | -12% | -2% | -5% | -10% | -4% | -13%
COc1cc(/C=N/NS(=O)(=O)c2ccc(C(C)(C)C)cc2)cc([N+](=O)[O-])c1O | ? | 1% | -14% | 1% | / | ? | -8% | -15%[10 µM]
COc1ccc(-c2noc(CN(C(=O)c3cc(OC)c(OC)cc3OC)C(C)C)n2)cc1 | -1%[76.3 µM] | / | -11% | 3% | / | -10% | / | /
COc1ccc(CN(CC(=O)NCC2CCCO2)C(=O)CCC(=O)Nc2cc(C)on2)cc1 (stereo not drawn) | 2% | 0% | -6% | 4% | -2% | -15% | -2% | 7%[1.9 µM]
